Source: PubChem (Sanford-Burnham Center for Chemical Genomics)
H9c2 TAG inh: reduces triacylglycerol accumulation in H9c2 cells. Nile Red lipid (TAG) fluorescence; cells loaded with 200 µM oleic acid. AID 651582. inhibition, % at 12.5 µM. hit rate 0.66% among 230,000;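 active = pattern-corrected inhibition of lipid staining of at least 50% with the nuclear-stain viability signal not falling by more than 50%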;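 also: 0% = DMSO wells and 100% = triacsin C control wells; some results filed as inactive read as strong as hits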
H9c2 TAG inh DAPI viability: recorded beside H9c2 TAG inh, whose call it bears; DAPI nuclei signal change (viability), lower = more cytotoxic, %;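 whole-well DAPI fluorescence read on a plate reader as a viability signal; minus 50 percent equals half of cells still viable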
An asterisk follows results filed as active. Not all compounds are listed. The share of hits here may be higher or lower than overall.

Values run as follows: H9c2 TAG inh | H9c2 TAG inh DAPI viability
CCCN(CC1CC1)C(=O)COC(=O)c1oc2ccc(OCC)cc2c1C
    35 | 7
O=C(O)/C=C/C(=O)Nc1ccccc1C(=O)OCC(=O)c1ccc2c(c1)OCCO2
    1 | 8
Cc1ccc(CN2C(=O)C(C)Oc3ccc(C)cc32)cc1 (stereo unspecified)
    8 | -6
COc1ccc(/C=C/C(=O)ONC2=NCCCCC2)cc1OC
    16 | -12
Cc1cc(-c2csc(N)n2)c(C)n1Cc1ccccc1
    7 | -11
CC(C)c1nc(NCCO)c(C#N)c2c1CCCC2
    -8 | 3
Cc1ccc(OCCCCCCN2CCNCC2)cc1
    -12 | 18
Cc1ccc2c(c1)S(=O)(=O)N(C)C(c1ccccc1)=C2
    1 | -1
COCCCNC(=O)CSc1c2c(nc3ccc(Cl)cc13)CCCC2
    -4 | -2
Nc1c(Cl)ncnc1N1CCCC1
    -3 | 2
COc1cccc(CCNC(=O)CCc2nnc(Cc3cc(OC)ccc3OC)o2)c1
    -5 | -4
Nc1nonc1-c1nc2ccccc2n1Cc1ccc(F)cc1Cl
    -30 | 15
COc1ccccc1CNC(=O)CN(C)S(=O)(=O)c1cccc2cccnc12
    -5 | 3
CC(C)(C)c1ccc(/C=C/C(=O)NC2=NCCS2)cc1
    19 | 1
Cc1ccc(C(=O)CSc2nc3ccccc3c(=O)[nH]2)cc1C
    -14 | 2
COc1ccccc1N(C)S(=O)(=O)c1ccc(C(=O)OCC(=O)N2CCC2)cc1
    10 | -1
CCOc1cc(/C=N/NC(=O)C(C)Sc2ccccc2)ccc1O (stereo unspecified)
    -8 | 2
Cc1ccsc1C(=O)OCc1nc2ccsc2c(=O)[nH]1
    -5 | -5
COc1ccc2c(CC(=O)OCC(=O)Nc3ccc(S(N)(=O)=O)cc3)coc2c1
    1 | -6
O=C(O)c1ccccc1C(=O)c1ccc(Sc2ccc(Cl)cc2)c([N+](=O)[O-])c1
    2 | 3
O=C(/C=C/c1cccc([N+](=O)[O-])c1)NCCSc1ccccc1
    -1 | 1
CCOc1ccc(NC(=O)N2CCC(C(=O)c3ccc(F)cc3)CC2)cc1
    49 | -10
CCOC(=O)C(=O)N/N=C/c1cccc(Br)c1
    -5 | -1
CCCCn1c(CCC(=O)O)nc2c1c(=O)[nH]c(=O)n2CCC
    1 | -6
N=c1sccn1CC(=O)NCCc1ccc(Cl)cc1
    23 | 8
OCCC1CN(Cc2c(O)ccc3ccccc23)CCN1CCc1ccccc1 (stereo unspecified)
    -6 | 10
Cc1cccc(/C=C/c2nc3ccccc3c(=O)[nH]2)c1
    31 | -5
CC1CCN(S(=O)(=O)c2cccc(C(=O)N(C)C3CCS(=O)(=O)C3)c2)CC1 (stereo unspecified)
    -12 | 0
COC(=O)C[N+](C)(C)C/C=C\c1ccccc1
    -5 | -9
O=C(COC(=O)[C@@H]1CCCN1S(=O)(=O)c1ccccc1F)c1ccccc1
    -22 | 4
O=C(COc1ccccc1Cl)N1CCNC1=O
    -11 | -1
O=C(O)/C=C/C(=O)NCCc1ccc(Cl)cc1
    3 | -12
COc1ccc(-c2nnn(CC(=O)N(CCCN3CCOCC3)C(C(=O)NC3CCCC3)c3ccc(C)o3)n2)cc1 (stereo unspecified)
    2 | 5
O=C(COC(=O)c1cc(S(=O)(=O)N2CCCCC2)ccc1N1CCOCC1)NC1CCCCC1
    12 | -6
O=C1COC(c2ccccc2)=CN1Cc1ccccc1
    14 | 4
CC(=O)c1ccc(OCC(=O)OCc2cc(-c3ccco3)on2)cc1
    1 | -8
COc1ccc(C2/C(=C(/O)c3ccc(Br)cc3)C(=O)C(=O)N2C)cc1OC (stereo unspecified)
    2 | -9
CCc1ccc(NC(=O)C(=O)N/N=C(\C)CC(=O)Nc2ccc(OC)cc2)cc1
    5 | -2
CC(=O)c1nn(-c2cccc(C)c2)cc1C(=O)c1cccc(Br)c1
    -6 | 2
CC(NC(=O)COc1ccccc1)C(=O)NCc1ccc(S(N)(=O)=O)cc1 (stereo unspecified)
    1 | -4
CCCC1CCC(=NNC(=O)OC(C)(C)C)CC1 (stereo unspecified)
    1 | -4
CN(CC(=O)Nc1cccc(F)c1)C(=O)C1CCN(C(=O)c2ccc(Cl)cc2)CC1
    -34 | 0
O=C(O)CC1NC(=O)N(C2CCCCC2)C1=O (stereo unspecified)
    15 | -8
O=C(COc1ccccc1[N+](=O)[O-])OC1CCS(=O)(=O)C1 (stereo unspecified)
    6 | 0
COc1cc(C)ccc1S(=O)(=O)NC(=O)C1(C)CCN1C(=O)Cc1ccccc1Cl (stereo unspecified)
    4 | -14
O=[N+]([O-])c1cc(-c2ccc(C(=S)N3CCOCC3)o2)ccc1Cl
    -7 | -1
COc1cccc(C=Cc2nccc3ccccc23)c1OC
    2 | 14
CN1CCN(c2nc3cc(C(F)(F)F)ccc3n3cccc23)CC1
    13 | 15
CCOC(=O)c1c(N)sc(C(=O)N2CCCCCC2)c1C
    -4 | -7
O=c1oc2ccccc2c(O)c1Cc1cc(Cl)c2cccnc2c1O
    15 | 2
COc1ccc(N(C)C(=O)c2oc(=O)c3ccccc3c2-c2ccc(C)cc2)c(OC)c1
    1 | -3
Cc1ccc(S(=O)(=O)N2C(=O)CCC2C(=O)Nc2ccc3c(c2)OCCO3)cc1 (stereo unspecified)
    -4 | -1
O=C(CN1CCCCC1)N1CCN(S(=O)(=O)c2ccccc2)C1
    -12 | 11
CCOc1ccccc1NC(=S)NCCc1ccccc1
    -3 | 4
O=Nc1c(-c2cccc([N+](=O)[O-])c2)nc2ncccn12
    3 | -4
COc1ccc(C(=O)NCC(C)NC(=O)c2ccc(OC)c(Br)c2)cc1Br (stereo unspecified)
    -12 | 4
COc1ccccc1CNC(=S)Nc1cc(C)ccc1C
    -20 | -11
CC1CC(C)CN(S(=O)(=O)c2ccc(NC(=O)CCNC(=O)c3ccc([N+](=O)[O-])cc3)cc2)C1 (stereo unspecified)
    14 | 4
C=CCNC(=O)c1onc(CSc2ccncc2)c1C(=O)NCC=C
    9 | -9
Cc1cccn2c(=O)c(C(=O)NC3CCCCC3C)c(O)nc12 (stereo unspecified)
    -11 | 3

Following part:
Values run as follows: H9c2 TAG inh | H9c2 TAG inh DAPI viability
Cc1ccc(OCCNC(=O)C(C)SCC(=O)Nc2ccc(F)cc2)cc1 (stereo unspecified)
    -8 | -5
COc1ccccc1COCC(O)CNCC1(N2CCCCC2)CCCCC1 (stereo unspecified)
    11 | 4
CCCCC(=O)Nc1ccc2c(c1)C(=O)NC2=O
    12 | 4
CCCCNC(=S)NC(=O)c1ccc([N+](=O)[O-])cc1
    -15 | 2
CN1CCN(c2ncnc3c2ncn3[C@H]2CN(Cc3ccccc3)C[C@@H](CO)O2)CC1
    9 | -11
COc1ccc(NC(=O)c2cccc(N3C(=O)c4ccc(C(=O)Nc5ccc(OC)c(O)c5)cc4C3=O)c2)cc1O
    17 | -1
COc1ccc(CN2C(=O)CCC2(C)C(=O)NC2CCCCCC2)cc1 (stereo unspecified)
    -4 | 3
CCC(c1nnnn1Cc1cccs1)N1CCN(C2CCCC2)CC1 (stereo unspecified)
    -12 | -4
Cc1[nH]c2ccccc2c1C(=O)C(=O)NCc1ccncc1
    6 | -4
CCCCCCCC[n+]1cccc2c3ccccc3ccc21
    9 | 77
COC(=O)c1c(C)nc(C)c(C(=O)OC)c1-c1ccc(OC)c(OC)c1
    5 | 4
Nc1c(N2CCCCC2)c2ccccc2oc1=O
    -3 | 2
O=C(CC1Sc2ccccc2NC1=O)OCC(=O)N1CCc2ccccc21 (stereo unspecified)
    -30 | 11
CCCC(=O)Nc1nnc(SCC(=O)NCc2cccs2)s1
    2 | 1
CCOc1ccc(C(C)(O)CN2CCOCC2)cc1 (stereo unspecified)
    -26 | 1
O=C(O)C1CCC(N2C(=O)C3CCCCC3C2=O)CC1 (stereo unspecified)
    25 | -3
CC1(C(=O)NS(=O)(=O)Cc2ccccc2)CCN1C(=O)c1ccc(C2CCCCC2)cc1 (stereo unspecified)
    -6 | 3
COc1ccc(NS(=O)(=O)c2cc([N+](=O)[O-])ccc2N/N=C\c2c(C)[nH]c3ccccc23)cc1
    -81 | -14
COc1ccc(NC(=O)/C(N=Nc2cccc(S(=O)(=O)Nc3ccc(SC(F)F)cc3)c2)=C(\C)O)cc1
    37 | -20
COc1ccc(-c2ccc(C(=O)Nc3ccc(Cl)cc3)c3occc23)c(C)c1
    -6 | 5
CCCCNC(=O)N1CCN(S(C)(=O)=O)CC1
    5 | 4
CCc1cc(C(=O)OC)c(NC(=O)CC2SC(N)=NC2=O)s1 (stereo unspecified)
    -7 | 3
O=C(COC(=O)CN1C(=O)c2ccccc2C1=O)Nc1ccc(S(=O)(=O)N2CCCC2)cc1
    24 | -23
CS(=O)(=O)c1ccc(C(=O)N2CCc3ccccc3C2)cc1
    -11 | 12
O=C(c1cc([N+](=O)[O-])ccc1N1CCOCC1)N1CCN(S(=O)(=O)c2cc(Cl)ccc2Cl)CC1
    -16 | 3
CC(=O)Nc1cccc(-c2csc(N)n2)c1
    -12 | -3
Cc1cc(C)n2nc(SCC(=O)NC(=O)c3ccc(OC(F)F)cc3)nc2n1
    -8 | -2
CCCOc1ccc(CNC(=O)c2ccc3c(c2)N(CC)CCS3)cc1
    17 | 19
CCC1(c2ccc(F)cc2)NC(=O)N(CC(=O)Nc2cccnc2Cl)C1=O (stereo unspecified)
    18 | -5
O=C(Nc1ccc2[nH]c(=O)[nH]c2c1)c1cc(F)c(F)cc1Cl
    -3 | 9
CC(=O)OCC1=C(C(=O)O)N2C(=O)C(NC(=O)CCn3nc(C(F)(F)F)c(Br)c3C3CC3)C2SC1 (stereo unspecified)
    13 | -3
CC(=O)NCCc1ccc(S(=O)(=O)Nc2ccc3c(c2)OCCO3)cc1
    -13 | 7
O=C(CS(=O)(=O)c1ccc(Cl)cc1)N1CCN(c2ccccc2)CC1
    4 | 1
CCc1ccccc1NC(=O)CCN1C(=O)C2CC=CCC2C1=O (stereo unspecified)
    -4 | -7
COc1ccc(N(CC(=O)Nc2cccc(SC)c2)S(C)(=O)=O)cc1
    -10 | -6
CCCCSCCCNC(=O)Nc1ccc(C)c(C)c1
    -1 | -11
Cc1ccc(NC(=O)CN(C)C(=O)c2ccccn2)cc1
    15 | 0
O=S(=O)(CCc1ccncc1)C1Cc2cccc3cccc1c23 (stereo unspecified)
    -3 | 5
O=C(COC(=O)COc1cc(Cl)c(Cl)cc1Cl)NC1CC1
    -26 | -5
CCC(=O)Nc1ccc(S(=O)(=O)N2CCc3ccccc3C2)cc1
    -3 | 9
FC(F)(F)c1nc2ccccc2n2c(-c3ccc(Cl)cc3Cl)nnc12
    2 | 6
N#CCOC(=O)c1cc(S(=O)(=O)N2CCCCC2)ccc1N1CCOCC1
    -4 | 1
O=C(O)COc1ccc2occ(C(=O)c3ccccc3)c2c1
    -3 | 0
CC(=O)Nc1ccc(S(=O)(=O)NCCc2ccc3c(c2)OCCO3)cc1
    5 | 1
N#CCCCC1(CCCC#N)OCCO1
    -7 | -2
CCOc1ccc(C(=O)N2CCN(Cc3ccccc3)CC2)cc1OCC
    11 | -12
CC1(C)Cc2c(C#N)c(SCC(=O)O)nc(N3CCOCC3)c2CO1
    -5 | 2
O=C(c1cc(-c2ccc(Cl)cc2)nc2ccccc12)N1CCC1
    19 | 0
O=C(CN=C1NS(=O)(=O)c2ccccc21)OCC(=O)c1cc(F)ccc1F
    8 | 16
CNC(C)C(=O)NC(C(=O)N1CCCC1C(=O)Nc1ccc2[nH]ccc2c1)C(C)C (stereo unspecified)
    14 | -13
Cn1c(=O)c2[nH]c(N=Nc3ccc(N)cc3N)nc2n(C)c1=O
    4 | -4
CCOC(=O)C1(CCCc2ccccc2)CCN(C(=O)CCN2CCCCC2=O)CC1
    -6 | -2
CC1=CCC2C(=O)N(c3ccc(S(N)(=O)=O)cc3)C(=O)C2C1 (stereo unspecified)
    7 | -9
CN(c1ccc(OCC(=O)Nc2ccc(S(N)(=O)=O)cc2)cc1)S(=O)(=O)c1ccc(F)cc1
    -20 | 4
COc1ccc(C(=O)NCC(=O)OCC(=O)NC2CCCC2)cc1
    0 | 2
CCn1c(C(O)c2cc(OC)ccc2OC)nc2ccccc21 (stereo unspecified)
    -3 | 3
O=C(Nc1ccccc1)Nc1ccc2c(c1)CCC2
    -10 | 0
O=C(Cn1[nH]c(=O)c2ccccc2c1=O)Nc1ccc2c(c1)CCC2
    -7 | -2
CC(Cl)C(=O)c1c[nH]c2ccccc12 (stereo unspecified)
    -1 | 13
C/C(=N\NC(=O)c1cc(Br)ccc1O)c1ccccn1
    -9 | -19
Cc1cc(NC(=O)C2CCCN2C(=O)Nc2cccc(Cl)c2)ccc1-n1cnnn1 (stereo unspecified)
    9 | 2
